Nrf2 block – blocks Nrf2 signaling. A549 ARE-Fluc reporter, luciferase luminescence, 18-24 h. Potency, µM (doses to about 46 µM), without a hit: top-dose activity change, negative = inhibition, most hits filed as inhibitors. 360,000 compounds, 2.1% hits. AID 504444; note: potency is the fitted concentration of half-maximal effect; % is set by controls: 0 for no effect and ±100 for the full control effect; nearly all actives have a fitted effect of over 60% in size
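In this cell-based qHTS, ARE-driven firefly luciferase in A549 cells reports Nrf2 activity; the luminescent signal after BugLite lysis is the measured value, with a prior CellTiter-Fluor read for cell health.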
ATXN viability – viability counter-screen for ATXN expression inhibitors; S2 cells (HEK-293 line with an ATXN2-luciferase reporter) viability, CellTiter-Fluor protease fluorescence, 24 h; Potency, µM (doses to about 56.7 µM), usual class: cytotoxic; 400,000 compounds, 0.49% hits; note: potency is the fitted concentration of half-maximal effect; nearly all actives have a fitted effect of over 40% in size
HepG2 viability – counter-screen for TGF-b inhibitors: cytotoxicity in HepG2 cells; 410,000 compounds, 0.76% hits; Potency, µM (top dose mostly 46.1 µM), for inactives: at the highest dose activity change, negative = cytotoxicity, usual class: cytotoxic; HepG2 CAGA-GFP viability, ATP luminescence, 18 h; note: potency is the fitted concentration of half-maximal effect; some results filed as inactive show a strong effect at the top dose
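CellTiter-Glo luminescence gave cytotoxicity after 18 hours at 37 degrees C. The cells were HepG2 CAGA-GFP in 1% FBS DMEM, stimulated with 500 pg/mL TGF-beta after compound addition. %Activity was normalised to no-cell wells (complete cell-killing) and DMSO (no toxicity), and curves were fitted and classified.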
Nrf2 ARE act – Nrf2 pathway activation. 410,000 compounds, 0.31% hits. AREc32 ARE-luciferase reporter (MCF7-derived line), luminescence, 24 h. Potency, µM (series often up to 46.1 µM), inactives show at the top dose activation, actives largely listed as activators; note: potency is the fitted concentration of half-maximal effect; % of control where 0% means no effect; nearly all actives have a fitted effect of over 65% in size
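Each well held 1000 AREc32 cells, which were incubated with compound for 24 hr at 37 deg C after overnight attachment, and ARE reporter activity was quantified by firefly luciferase luminescence.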
CCT modulator – cytosolic chaperonin activity modulation. 360,000 compounds, 0.3% hits. purified chaperonin ATPase assay, HTRF ADP detection, 30 min. AID 651819. activity change, % (concentration not given with the values), hits read low; in the data active = activity change below about -30%; note: % is set by controls: 0 for no effect and ±100 for the full control effect
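First, chaperonin was dispensed at 40 nM or 20 nM final depending on batch activity. Next, compounds were pinned at 76 uM and ATP added at 10 uM. After 30 min at 37 °C, ADP detection reagents ran 30 min at ambient temperature.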
TGFb inhibitor – TGF-b pathway inhibition; HepG2 CAGA-GFP TGF-b/SMAD3 reporter, GFP fluorescence, 18 h; TGF-beta stimulated, 500 pg/mL final; Potency, µM (doses to about 46.1 µM), for the others: at the top dose activity, negative = inhibition, actives largely listed as inhibitors; 410,000 compounds, 1.2% hits; note: potency is the fitted concentration of half-maximal effect; % is set by controls: 0 for no effect and ±100 for the full control effect; nearly all actives have a fitted effect of over 65% in size
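Smad-responsive CAGA-GFP expression was quantified in HEPG2 cells exposed to compounds and 500 pg/mL final TGF-beta for 18 h at 37 degrees C; unstimulated wells defined full inhibition.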
Akt phos inh – inhibitors of Akt phosphorylation. Neuro2A IGF-stimulated pAkt S473 HTRF, 20 min; stronger effect = lower value. activity change, % for hits at 50 µM. 360,000 compounds, 0.32% hits; in the data active = activity change below about -80%; inconclusive = mostly about -51% to -80%; note: % is set by controls: 0 for no effect and ±100 for the full control effect
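Neuro2A cells in DMEM with 0.5% FBS, overnight at 37 deg C, given compound at single 50 µM final, then IGF (6 nM final) for 20 min at 37 deg C. Lysed; phospho-Akt Ser473 by HTRF after 24 h, 665/615 ratio.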
Mm-Cpn inhibitor – inhibitors of Methanococcus maripaludis chaperonin (MmCpn); purified Mm-Cpn ATPase, ADP Transcreener TR-FRET; Potency, µM (doses to about 76.9 µM), for inactives: at the top dose activity, negative = inhibition, actives largely listed as inhibitors; 330,000 compounds, 0.031% hits; AID 504842; note: potency is the fitted concentration of half-maximal effect; % is set by controls: 0 for no effect and ±100 for the full control effect; nearly all actives have a fitted effect of over 80% in size
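Reaction buffer contained 30 mM Tris pH 7.4, 100 mM KCl, 5 mM MgCl2 and 1 mM DTT. Mm-CPN (25 nM final) hydrolysed 10 uM ATP over 30 min at 37°C; ADP was read by HTRF.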
A549 viability – A549 cytotoxicity, counter-screen for Nrf2 inhibitors. A549 ARE-Fluc cells, CellTiter-Fluor viability, 18-24 h. Potency, µM (titrated, usually from 46 µM), inactives show at the highest dose activity change, negative = cytotoxicity, actives largely listed as inhibitors. 390,000 compounds, 0.16% hits; note: potency is the fitted concentration of half-maximal effect; % is set by controls: 0 for no effect and ±100 for the full control effect
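Cytotoxicity counterscreen: CellTiter-Fluor fluorescence was measured in A549 ARE_Fluc cells after 18-24 h of compound exposure in a concentration series. The subsequent BugLite luminescent read reports ARE-luciferase activity.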
An asterisk follows results filed as active; i = inactive; ? = inconclusive; · = not tested or not shown; & = joins results of further samples. Unless noted, calls come from the whole dose curve; as a rule, active = well fitted curve in the direction sought with a large enough effect; inconclusive = small, poorly fitted or top-dose-only effect, or another doubt; inactive = no such curve, though single readings can be large; an effect the other way counts as inactive or inconclusive.

cpd | canonical_smiles | Nrf2 block | ATXN viability | HepG2 viability | Nrf2 ARE act | CCT modulator | TGFb inhibitor | Akt phos inh | Mm-Cpn inhibitor | A549 viability
1 | CC(C)(C)OC(=O)N/N=C\c1ccc(OC(=O)c2cccs2)cc1 | ? | i | 23% | 7.0% | -2.4 | -3% | i | 4% | 4%
2 | COc1cccc(NC(=S)NCc2ccco2)c1 | 4% | i | -34% | 1.5% | -3.0 | ? | i | 0% | 0%
3 | O=C(Nc1cc(S(=O)(=O)N2CCOCC2)ccc1-n1cncn1)c1ccc(Cl)cc1 | -10% | i | 0% | -1.5% | -1.2 | -5% | i | -2% | 3%
4 | COc1cccc(-n2cc(C(=O)OCc3ccc(Cl)cc3)c3ccccc3c2=O)c1 | · | · | 1% | -1.2% | · | 17% | · | · | 3%
5 | O=C(OCCOc1ccc(F)cc1)c1ccc(S(=O)(=O)N2CCCC2)cc1 | -19% | i | -18% | -0.1% | -0.7 | -10% | i | 1% | 7%
6 | Cc1ccccc1NC(=O)c1oc2c(c1C)-c1nn(Cc3cccc(Cl)c3)cc1CC2 | 0% | · | -8% | -0.7% | · | ? | · | · | 9%
7 | O=C(CCCNC(=O)/C(=C/c1ccc(F)cc1)NC(=O)c1ccccc1)OCc1ccccc1 | 0% | i | -24% | -0.5% | -0.1 | -7% | i | 0% | 2%
8 | CCCc1cc(=O)oc2c3c(cc(OCC(=O)NCCN4CCOCC4)c12)OC(C)(C)CC3 | ? | i | -14% | 3.9% | -0.9 | 8% | i | -12% | -13%
9 | C=C1CCN(C(C)C(=O)O)S(=O)(=O)c2ccccc21 (stereo unspecified) | ? | i | -2%&-9% | 0.0% | -0.8 | 0%&4% | i | 2% | -1%&0%
10 | O=C(CC12CC3CC(CC(C3)C1)C2)Nc1c(F)cccc1F | -13% | i | -25% | 0.2% | -3.9 | -17% | i | 1% | 1%
11 | COc1ccc(OC)c(NC(=O)c2ccc(NS(=O)(=O)c3c(C)noc3C)cc2)c1 | ? | i | -19% | 0.3% | -0.3 | -1% | i | 1% | -13%
12 | COc1cccc(-c2coc3c(C)c4oc(=O)c(CC(=O)O)c(C)c4cc23)c1 | -26% | i | -10% | -0.2% | -1.0 | -9% | i | 1% | -3%
13 | COCCN(C(=O)CSc1nc(N)cc(=O)[nH]1)c1c(N)n(Cc2ccccc2)c(=O)[nH]c1=O | 11% | i | 2% | -0.5% | 0.0 | -17% | i | -2% | 2%
14 | CCN(CC)C(=O)CC(c1ccc(OC)cc1)c1c(OC)cc(OC)c2c(-c3ccccc3)cc(=O)oc12 (stereo unspecified) | ? | · | -9% | · | · | ? | · | · | ?
15 | Cc1ccc(/C(N)=N/OC(=O)C23CC4CC(CC(C4)C2)C3)cc1 | 30% | ? | -9% | 0.6% | -2.8 | -2% | i | 2% | -11%
16 | COc1ccc2nc(NCc3ccc(OC)c(OC)c3OC)sc2c1 | -17% | i | -33% | 3.3% | -0.5 | ? | i | · | -2%
17 | Cc1cc(C)c2sc(N(Cc3cccnc3)C(=O)CCOc3ccccc3)nc2c1 | · | · | -11% | 1.9% | · | -6% | · | · | 4%
18 | O=C(c1ccncc1)N1CCN(C(=O)c2cccs2)CC1 | 17% | i | 2% | -0.8% | -1.5 | 18% | i | 0% | -1%
19 | COc1ccc(C=O)cc1Cn1c(C)cc(C)c(C#N)c1=O | -13% | i | -16% | 0.0% | -2.9 | 0% | i | -2% | 1%
20 | COC(=O)c1ccc(C2C(C(C)=O)=C(C)Nc3ncnn32)cc1 (stereo unspecified) | -14% | i | -6% | 0.0% | -3.6 | 2% | i | -10% | 3%
21 | O=C(NCc1ccc2c(c1)OCO2)c1ccc(CS(=O)Cc2ccc(Cl)cc2)o1 (stereo unspecified) | -2% | i | -5% | 0.4% | -0.5 | -9% | i | 0% | 3%
22 | CC(C)Oc1cccc(C(=O)NC(=S)Nc2ccc(N3CCN(C)CC3)cc2)c1 | -14% | ? | -12% | 16% | -3.4 | 7% | i | -23% | ?
23 | Cc1nc2ccccc2c(=O)n1/N=C/c1ccc(OC(F)F)cc1 | ? | i | -1% | -1.1% | -4.5 | 1% | i | 3% | 5%
24 | COc1ccc(NC2=CC(=O)CC(c3ccc(C)cc3)C2)c(OC)c1 (stereo unspecified) | ? | ? | -10% | 0.4% | -1.6 | -6% | i | · | -13%
25 | COc1ccc(OC)c(NC(=O)c2ccc(NC3=NC4CS(=O)(=O)CC4S3)cc2)c1 (stereo unspecified) | 4% | i | -5% | -0.3% | 0.8 | 2% | i | -1% | -7%
26 | CCCn1c(=N)n(CC(=O)c2ccco2)c2ccccc21 | · | i | -9% | 16% | -2.2 | 1% | · | -1% | -3%
27 | c1ccc(CN(Cc2ccccc2)c2nn[nH]n2)cc1 | -4% | i | -2% | -0.3% | -1.2 | 0% | i | -1% | -7%
28 | Nc1ncnc2c1nc(Cl)n2[C@@H]1O[C@H](CO)[C@@H](O)[C@@H]1O | 21µM* | · | -92% | · | · | ? | · | · | -14%
29 | CC(=O)Nc1ccc(NC(=O)C2CCCN2S(=O)(=O)c2cccc(C(F)(F)F)c2)cc1 (stereo unspecified) | 1% | i | 7% | 2.6% | -1.9 | 1% | i | 0% | 5%
30 | O=C(Oc1cccc(NC2=NS(=O)(=O)c3ccccc32)c1)c1ccncc1 | -15% | i | -1% | 0.3% | 1.5 | -9% | i | 0% | -6%
31 | COc1ccccc1C(=O)N1C(CC(=O)Nc2ccc(C)c(C)c2)C(=O)NC2CCCCC21 (stereo unspecified) | ? | i | 0% | -1.2% | -2.5 | -9% | i | -1% | -6%
32 | CCOc1cc2c(cc1OCC)C(CC(=O)OC)N(C(=O)Nc1cc(OC)ccc1OC)CC2 (stereo unspecified) | · | · | -16% | -2.0% | · | ? | · | · | 17%
33 | Cc1cc(C)c(C)c(S(=O)(=O)NCc2ccc(C(=O)NCC3CCCO3)cc2)c1C (stereo unspecified) | -9% | i | -13% | 2.0% | -2.6 | -8% | i | 0% | 15%
34 | Cc1onc(-c2ccccc2)c1-c1ccnn1C(=O)NC(C)C | -13% | i | 1% | -0.4% | 0.8 | ? | i | 5% | 0%
35 | CC(=O)Nc1ccc(S(=O)(=O)N2CCCN(c3nc(C)cc(C)c3C#N)CC2)cc1 | 5% | i | 6% | -0.3% | -1.2 | 5% | i | -3% | -1%
36 | CCCSCCCNC(=O)Cn1cc2c(n1)CCC(C)C2 (stereo unspecified) | 4% | i | -10% | -0.3% | -0.4 | 3% | i | 1% | -6%
37 | O=C(Nc1ccc(N2CCOCC2)cc1)C1(S(=O)(=O)c2ccccc2)CC1 | 8% | i | -19% | 0.4% | -0.1 | 24% | i | 4% | 2%
38 | COc1ccc(CN(C)CC(=O)Nc2ccccc2C(F)(F)F)c(OC)c1 | 6% | i | 0% | -1.4% | -1.8 | -20% | i | -4% | -3%
39 | Cc1cccc(C)c1NC(=O)CNC(=O)c1ccc(COc2ccccc2)cc1 | 4% | i | -25% | -0.5% | 0.2 | -12% | i | -2% | -3%
40 | COc1ccc(C(=O)Nc2ccccn2)cc1S(=O)(=O)N1CCOCC1 | 13% | ? | 3% | 14% | -0.7 | -16% | i | 1% | 1%
41 | O=C(C1CCCO1)N1CCN(c2ncccn2)CC1 (stereo unspecified) | 3% | i | 5% | -0.2% | 1.8 | 3% | i | -1% | 4%
42 | CCCc1cc(=O)oc2c3c(cc(OCC(=O)NCc4ccccn4)c12)OC(C)(C)CC3 | ? | ? | -17% | 5.7% | -1.6 | -2% | i | 0% | -2%
43 | CC(=O)NC(CC(=O)OCC(=O)N1CCN(S(=O)(=O)c2ccc(C)cc2C)CC1)c1ccccc1 (stereo unspecified) | 21µM* | i | -1% | 0.7% | -1.1 | ? | i | 0% | 4%
44 | O=C(CN1CCOCC1)N/N=C/c1ccc(-c2ccc(C(=O)O)cc2)o1 | 4% | i | -11% | 0.3% | 1.0 | ? | i | -4% | 0%
45 | CC(C)c1nc(SCC(=O)Nc2ccc(N(C)C)cc2)c2ccccc2n1 | ? | ? | -21% | 24% | -0.6 | -13% | i | 0% | -2%
46 | O=Cc1ccc(C(=O)OCC(=O)NCCC2=CCCCC2)cc1 | 6% | i | 3% | -0.3% | -0.8 | -15% | i | 0% | -7%
47 | Cn1ccnc1Sc1ccc(/C=N/NC(=O)c2ccccc2O)cc1[N+](=O)[O-] | 8% | i | 0% | 12% | -3.3 | 0% | i | 0% | 10%
48 | COCCn1c(SCC(=O)Nc2ccc(S(=O)(=O)N3CCOCC3)cc2)nc2ccccc21 | ? | i | 4% | 0.3% | -1.7 | 3% | i | -1% | 14%
49 | O=C(c1ccc2c(c1)OCCO2)N1CCCC(CNS(=O)(=O)c2cccs2)C1 (stereo unspecified) | 17% | i | -4% | 0.4% | 1.3 | 2% | i | 2% | -16%
50 | Cc1ccc(CNC(=O)Cn2c(=O)n(-c3ccc(C)cc3)c(=O)c3c2c2cc(C)ccc2n3C)cc1 | 7% | i | -9% | -0.7% | · | 3% | · | · | 9%
51 | Cc1ccc(-n2nnnc2SCC(=O)NC(=O)Nc2ccc3c(c2)OCCO3)cc1 | 28% | i | -26% | 2.9% | -2.1 | -1% | i | 0% | -4%

Some of the entries so far, with two lines to a compound:
Below each SMILES – Nrf2 block | ATXN viability | HepG2 viability | Nrf2 ARE act | CCT modulator | TGFb inhibitor | Akt phos inh | Mm-Cpn inhibitor | A549 viability
(21) O=C(NCc1ccc2c(c1)OCO2)c1ccc(CS(=O)Cc2ccc(Cl)cc2)o1 (stereo unspecified)
    -2% | i | -5% | 0.4% | -0.5 | -9% | i | 0% | 3%
(22) CC(C)Oc1cccc(C(=O)NC(=S)Nc2ccc(N3CCN(C)CC3)cc2)c1
    -14% | ? | -12% | 16% | -3.4 | 7% | i | -23% | ?

Quoted from the listing.
Reading for no. 45 in A549 viability: -2%
Reading for no. 4 in TGFb inhibitor: 17%
Reading for no. 25 in CCT modulator: 0.8
